Compound activity (PubChem)
H37Rv inhibition: M. tuberculosis growth inhibition, HTS (AID 449762). 0.59% of 330,000 active. M. tuberculosis H37Rv growth inhibition, 7H9 media; higher % means a stronger effect. inhibition, % at 25 µM; hits with a dose series show IC50 in µM; in the data active = a potency from the dose series; inconclusive = inhibition above about 70% without an active follow-up result;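 also: bacterial growth assessed after seven days of incubation; strong numbers were not always called active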
Salmonella PhoP GFP: PhoP regulon inhibitors, Salmonella typhi PhoP promoter GFP reporter, confirmatory (AID 1850) | Salmonella Typhi PhoP-promoter GFP reporter, fluorescence, 4 h; higher % means a stronger effect | inhibition, % at 50 µM; hits with a dose series show IC50 in µM | 0.33% of 310,000 active; in the data active = a potency from the dose series; inconclusive = inhibition mostly from about 25% at the one dose, without a potency; inactive = the rest, 99 in 100 with inhibition below about 19%;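 also: 0% = induced wells with vehicle and 100% = uninduced wells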
tuberculosis growth: growth inhibition of non-replicating M. tuberculosis (AID 488890). Mycobacterium tuberculosis non-replicating, growth inhibition; higher % means a stronger effect. inhibition, % at 25 µM; hits with a dose series show IC50 in µM. 0.39% of 320,000 active; in the data active = a potency from the dose series; inconclusive = inhibition mostly from about 82% at the one dose, without a potency; inactive = the rest, 99 in 100 with inhibition below about 76%;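 also: plate controls were DMSO cells for no effect and high antibiotic wells for full effect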
VEEV TC-83 Vero: inhibitors of VEEV TC-83 cytopathic effect, confirmation, Vero cells (AID 588727); Vero cells, VEEV TC-83 cytopathic effect inhibition; higher % means a stronger effect; inhibition, % at 20 µM; hits with a dose series show IC50 in µM; 0.13% of 350,000 active; in the data active = a potency from the dose series; inconclusive = inhibition mostly from about 14% at the one dose, without a potency; inactive = the rest, 99 in 100 with inhibition below about 12%; also: strong numbers were not always called active
influenza NS1A: NS1A inhibition, H1N1 influenza, cell based functional assay (AID 504329); NS1A functional cell-based assay, percent inhibition; higher % means a stronger effect; inhibition, % at 12.5 µM, or IC50 in µM where a hit was titrated; 0.3% of 340,000 active; in the data active = a potency from the dose series; inconclusive = inhibition above about 27% without an active follow-up result; also: strong numbers were not always called active
Starred values were filed as active, the others as inactive; i = inactive; ? = inconclusive; · = no result given. An unsorted share of the library; any-hit rate near 1.4%.

[1] O=C1OCCC1Sc1ncnc2sccc12 (configuration not stated)
[2] CN(C)/N=C/c1cc([N+](=O)[O-])ccc1O
[3] O=C(c1cccc(S(=O)(=O)N2CCOCC2)c1)N(Cc1ccco1)Cc1cccs1
[4] COc1ccccc1NC(=O)c1cc2c(CO)cnc(C)c2oc1=Nc1cccc(C(N)=O)c1
[5] COc1ccccc1NC(=O)C(NC(=O)c1ccc(C)cc1)c1ccccc1 (configuration not stated)
[6] O=C(O)c1cc2c(s1)-c1ccccc1CC2
[7] O=C(CN1CCN(S(=O)(=O)c2ccccc2)CC1)Nc1ccc2c(c1)OCO2
[8] COc1ccccc1NC(=O)COC(=O)C1CCN(/C=C/C(=O)C(F)(F)F)CC1
[9] CC(Oc1ccc(F)cc1)C(=O)Nc1ccccc1C(=O)N1CCCCC1 (configuration not stated)
[10] O=C(NNC(=O)c1nc(Cl)ccc1Cl)c1ccc(F)cc1

| Assay by compound | 1 | 2 | 3 | 4 | 5 | 6 | 7 | 8 | 9 | 10 |
| --- | --- | --- | --- | --- | --- | --- | --- | --- | --- | --- |
| H37Rv inhibition | 8% | 8% | 0% | 9% | -1% | 3% | -2% | -2% | 5% | -10% |
| Salmonella PhoP GFP | -14% | 10% | · | -8% | -3% | -3% | 5% | 0% | · | -6% |
| tuberculosis growth | -8% | · | 24% | -15% | 23% | 34% | 5% | -6% | 1% | 25% |
| VEEV TC-83 Vero | 0.6% | i | 5.0% | i | 9.8% | 2.0% | 0.8% | i | 0.6% | 1.5% |
| influenza NS1A | -1% | -1% | 5% | 1% | -2% | 14% | -4% | -3% | -4% | -15% |

The closing four records of the section above lead into the next.
[7] O=C(CN1CCN(S(=O)(=O)c2ccccc2)CC1)Nc1ccc2c(c1)OCO2
[8] COc1ccccc1NC(=O)COC(=O)C1CCN(/C=C/C(=O)C(F)(F)F)CC1
[9] CC(Oc1ccc(F)cc1)C(=O)Nc1ccccc1C(=O)N1CCCCC1 (configuration not stated)
[10] O=C(NNC(=O)c1nc(Cl)ccc1Cl)c1ccc(F)cc1
[11] CCSc1nnc(NC(=O)C(NC(=O)c2ccc(Cl)cc2)C(C)C)s1 (configuration not stated)
[12] CC(=O)NC1=NN(C(C)=O)C(c2sccc2C)S1 (configuration not stated)
[13] CC1CCN(C(=O)c2ccc(NC(=O)CC3SC(N4CCCC4)=NC3=O)cc2)CC1 (configuration not stated)
[14] Cc1ccc(/C(N)=N/OC(=O)/C=C/c2ccccc2)cc1
[15] Cn1c(=O)[nH]c(=O)c2c1nc(SCC(=O)O)n2CCOc1ccccc1
[16] COc1ccc(CC(=O)Nc2cc(S(=O)(=O)N3CCOCC3)ccc2N2CCOCC2)cc1OC
[17] O=C(COc1ccc(-n2cnnn2)cc1)Nc1ccc(F)c(F)c1
[18] CCn1c(=O)cc(OCC(=O)NCCCN2CCN(c3cccc(Cl)c3)CC2)c2ccccc21
[19] CC1CCCC(C)N1C(=O)CSc1nc(N)c(-c2ccccc2)c(=O)[nH]1 (configuration not stated)
[20] FC(F)(F)c1ccccc1/C=N/N1CCN(Cc2ccccc2)CC1

| Assay by compound | 7 | 8 | 9 | 10 | 11 | 12 | 13 | 14 | 15 | 16 | 17 | 18 | 19 | 20 |
| --- | --- | --- | --- | --- | --- | --- | --- | --- | --- | --- | --- | --- | --- | --- |
| H37Rv inhibition | -2% | -2% | 5% | -10% | -9% | -7% | -7% | 12% | -3% | · | -12% | ? | -2% | -1% |
| Salmonella PhoP GFP | 5% | 0% | · | -6% | -6% | 2% | 5% | -3% | -9% | · | · | 10% | -3% | -7% |
| tuberculosis growth | 5% | -6% | 1% | 25% | 22% | -3% | -24% | 16% | -9% | · | 30% | 43% | -2% | -15% |
| VEEV TC-83 Vero | 0.8% | i | 0.6% | 1.5% | 0.5% | 1.3% | 5.8% | 0.1% | i | 0.2% | 0.9% | i | 1.7% | i |
| influenza NS1A | -4% | -3% | -4% | -15% | 10% | -3% | -7% | -2% | -2% | -13% | -6% | 3% | -4% | 4% |

[21] COCCN(C(=O)COC(=O)c1cc2c(s1)CCCC2)c1c(N)n(Cc2ccccc2)c(=O)[nH]c1=O
[22] CC(C)n1c2ccccc2c2nnc(SCC(=O)OCN3C(=O)c4ccccc4C3=O)nc21
[23] COc1ccccc1C(=O)NCCSCc1c(F)cccc1Cl
[24] O=C(NP(=O)(N1CCOCC1)N1CCOCC1)C1=C(N2CCOCC2)/C(=C\c2ccccc2)CC1
[25] NS(=O)(=O)c1cccc(NC(=O)COC(=O)CCC2CCCC2)c1
[26] CCOC(=O)C1CCCN(CC(O)COc2ccc(OC)cc2C(C)(C)C)C1 (configuration not stated)
[27] CCCOC(=O)C(C)Sc1n[nH]c(=O)[nH]c1=O (configuration not stated)
[28] CC1CC(C)(C)CC2(C1)NC(=O)N(CC(=O)Nc1nccs1)C2=O (configuration not stated)
[29] CC(=O)c1ccc(C(=O)Nc2ccc3c(c2)C(=O)NC3=O)cc1
[30] CCOc1ccc(NC(=O)CN2CCN(CC(=O)Nc3ccc(N(C)C)cc3)CC2)cc1

| Assay by compound | 21 | 22 | 23 | 24 | 25 | 26 | 27 | 28 | 29 | 30 |
| --- | --- | --- | --- | --- | --- | --- | --- | --- | --- | --- |
| H37Rv inhibition | -3% | -6% | 0% | 0% | 6% | 0% | 15% | -6% | -9% | · |
| Salmonella PhoP GFP | 3% | -4% | 2% | -6% | · | -14% | 1% | 2% | · | · |
| tuberculosis growth | 17% | 4% | 62% | 28% | 18% | 27% | 3% | 4% | -7% | · |
| VEEV TC-83 Vero | 2.4% | 2.3% | 0.8% | 1.4% | 0.7% | i | 1.1% | i | i | 0.5% |
| influenza NS1A | -10% | -6% | -3% | -15% | 5% | -4% | -1% | -13% | -8% | -1% |

[31] N#C/C(=C/c1ccc(-c2cc(C(=O)O)cc(C(=O)O)c2)o1)c1nc2ccccc2s1
[32] CC(=O)c1cccc(NC(=O)CCc2nc3sc4c(c3c(=O)[nH]2)CCCC4)c1
[33] CCNC(=O)n1nccc1C(C)Oc1ccc(Cl)cc1 (configuration not stated)
[34] CCCNC(=O)Cc1ccsc1
[35] CC(C(=O)NC1CCCCC1)N(Cc1ccccc1)C(=O)c1snc(C(N)=O)c1N (configuration not stated)
[36] O=C(O)CCC(=O)N1CCN(c2ccccn2)CC1
[37] CS(=O)(=O)N(CC(=O)N1CCc2ccccc2C1)c1ccc(Cl)cc1F
[38] COc1ccccc1NC(=O)Cn1nnc(-c2ccccc2NC(=O)c2ccco2)n1
[39] CCOc1cccc(-c2nn3c(-c4cc(C)[nH]n4)nnc3s2)c1
[40] COc1ccc(-n2c(=O)[nH]c3ccccc3c2=O)cc1

| Assay by compound | 31 | 32 | 33 | 34 | 35 | 36 | 37 | 38 | 39 | 40 |
| --- | --- | --- | --- | --- | --- | --- | --- | --- | --- | --- |
| H37Rv inhibition | -2% | -1% | 5% | 1% | 6% | -6% | -5% | 1% | 0% | 0% |
| Salmonella PhoP GFP | -46% | -1% | 4% | -4% | 13% | -11% | -1% | -5% | 11% | 3% |
| tuberculosis growth | -2% | 1% | 55% | 14% | 31% | -8% | -2% | 1% | 16% | -6% |
| VEEV TC-83 Vero | · | 0.9% | 2.7% | i | 3.0% | 1.0% | 1.3% | 1.6% | 10% | 1.2% |
| influenza NS1A | · | -13% | -2% | 5% | 1% | -20% | -1% | 5% | -1% | 9% |

Full records as entered above.
COc1ccccc1NC(=O)Cn1nnc(-c2ccccc2NC(=O)c2ccco2)n1 across the screens: H37Rv inhibition = 1%; Salmonella PhoP GFP = -5%; tuberculosis growth = 1%; VEEV TC-83 Vero = 1.6%; influenza NS1A = 5%
CC(=O)c1cccc(NC(=O)CCc2nc3sc4c(c3c(=O)[nH]2)CCCC4)c1 across the screens: H37Rv inhibition = -1%; Salmonella PhoP GFP = -1%; tuberculosis growth = 1%; VEEV TC-83 Vero = 0.9%; influenza NS1A = -13%

Further results:
[41] COc1ccc(NC(=O)CSc2nc3ccc(OC)cc3[nH]2)cc1
[42] Cc1ccccc1NC(=O)COC(=O)c1ccc2c(c1)OCCO2
[43] Cc1ccc(S(=O)(=O)Nc2cccc3c2O[C@H](CN(C)Cc2ccc(-c4ccccc4)cc2)[C@@H](C)CN([C@H](C)CO)C3=O)cc1
[44] O=C(CN1CCC(NC(=O)c2ccccc2)CC1)NCc1ccccc1F

| Assay by compound | 41 | 42 | 43 | 44 |
| --- | --- | --- | --- | --- |
| H37Rv inhibition | 44% | · | -1% | -18% |
| Salmonella PhoP GFP | 1% | · | · | -14% |
| tuberculosis growth | 42% | · | 19% | 8% |
| VEEV TC-83 Vero | 7.3% | 3.7% | 0.1% | i |
| influenza NS1A | 3% | -13% | 23% | 2% |

Part of the list above, showing only Salmonella PhoP GFP, H37Rv inhibition and VEEV TC-83 Vero:
item	canonical_smiles	Salmonella PhoP GFP	H37Rv inhibition	VEEV TC-83 Vero
7	O=C(CN1CCN(S(=O)(=O)c2ccccc2)CC1)Nc1ccc2c(c1)OCO2	5%	-2%	0.8%
27	CCCOC(=O)C(C)Sc1n[nH]c(=O)[nH]c1=O (configuration not stated)	1%	15%	1.1%
44	O=C(CN1CCC(NC(=O)c2ccccc2)CC1)NCc1ccccc1F	-14%	-18%	i
